Source: PubChem BioAssay
PLK1 PBD block: inhibitors of human PLK1 polo-box domain binding; P53350; Plk1 PBD binding of FITC phosphopeptide, fluorescence polarization; Potency, µM, without a hit: max response, negative = inhibition, usual class: inhibitors; 2.8% of 360,000 active; note: potency is the fitted concentration of half-maximal effect; series mostly up to about 57 µM; % is set by controls: 0 for no effect and ±100 for the full control effect; nearly all actives have a fitted effect of over 65% in size
PI5P4K alpha inh: PI5P4K alpha (human) kinase inhibition. P48426. PI5P4Kalpha enzyme, ADP-Glo luminescence, 60 min; stronger effect = lower value. max response, %. 1.2% of 330,000 active. AID 652105; active = max response of -50% or lower; inconclusive = between -30% and -50%; inactive = -30% or higher; note: value at the top dose of about 77 µM; % is set by controls: 0 for no effect and ±100 for the full control effect
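Reactions run in 0.038 M HEPES pH 7.4, 0.28 mM EGTA, 0.1% CHAPS and 5% DMSO, with PI5P4Kalpha, substrate, compound and 5 microM ATP final, one hour at room temperature. Readout is ADP-Glo luminescence.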
EPAC1 ag: EPAC1 (human) agonism; AID 720707; Potency, µM (highest dose often 154 µM), for inactives: top-dose activation, hits mostly activators; 0.073% of 360,000 active; O95398; EPAC1 agonist qHTS, biochemical assay; response scale: 100% = response to 6.5 mM cAMP; note: potency is the fitted concentration of half-maximal effect; nearly all actives have a fitted effect of over 60% in size
Target sequence (O95398 whole entry, looked up): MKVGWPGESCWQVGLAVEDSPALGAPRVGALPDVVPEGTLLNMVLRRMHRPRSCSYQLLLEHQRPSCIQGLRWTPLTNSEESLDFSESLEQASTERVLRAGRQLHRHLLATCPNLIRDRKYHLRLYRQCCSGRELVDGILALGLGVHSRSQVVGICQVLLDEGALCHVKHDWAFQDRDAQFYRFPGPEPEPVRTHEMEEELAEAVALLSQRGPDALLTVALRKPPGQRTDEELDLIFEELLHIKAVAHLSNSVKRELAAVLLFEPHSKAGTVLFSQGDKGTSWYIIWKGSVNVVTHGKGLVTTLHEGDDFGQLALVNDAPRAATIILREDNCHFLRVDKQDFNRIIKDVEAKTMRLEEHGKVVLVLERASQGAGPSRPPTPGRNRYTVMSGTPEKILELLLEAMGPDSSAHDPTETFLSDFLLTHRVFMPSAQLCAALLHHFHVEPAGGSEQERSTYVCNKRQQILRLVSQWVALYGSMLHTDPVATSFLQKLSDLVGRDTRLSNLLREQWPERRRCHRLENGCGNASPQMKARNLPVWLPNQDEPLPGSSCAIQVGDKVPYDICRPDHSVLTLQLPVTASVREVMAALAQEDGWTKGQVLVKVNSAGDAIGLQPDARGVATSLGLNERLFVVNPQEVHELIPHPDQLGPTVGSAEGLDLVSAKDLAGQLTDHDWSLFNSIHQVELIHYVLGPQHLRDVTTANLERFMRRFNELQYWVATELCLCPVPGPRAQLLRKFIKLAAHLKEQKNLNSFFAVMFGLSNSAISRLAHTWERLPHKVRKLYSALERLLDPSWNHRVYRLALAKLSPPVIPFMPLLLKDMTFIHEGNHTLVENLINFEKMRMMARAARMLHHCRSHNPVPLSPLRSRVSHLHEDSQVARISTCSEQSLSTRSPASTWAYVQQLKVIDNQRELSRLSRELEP
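Nucleotide exchange by EPAC1 (100 nM) on Rap1B–BODIPY-GDP (250 nM) in the presence of 50 uM GDP is tracked fluorescently at 480/540 nm over 30 min. Signals are normalized to a 6.5 mM cAMP control.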
EPAC2 agonist: activates human EPAC2 exchange factor. EPAC2 activation, biochemical qHTS; response scale: 100% = 6.5 mM cAMP response. Potency, µM (highest dose often 154 µM), inactives show at the highest dose activation, actives largely listed as activators. 0.079% of 360,000 active; note: potency is the fitted concentration of half-maximal effect; nearly all actives have a fitted effect of over 50% in size
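Setup: EPAC2 100 nM, labeled Rap1B complex 250 nM, free GDP 50 uM. Compound titrations pinned in, brief spin, 5 min room temperature incubation. Kinetic fluorescence read over 30 min, normalized to 6.5 mM cAMP.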
WRN inhibitor: inhibitors of human WRN helicase; Potency, µM (series often up to 114 µM), without a hit: at the highest dose activity change, negative = inhibition, usual class: inhibitors; 0.46% of 360,000 active; WRN helicase unwinding, fluorescent forked duplex, kinetic; note: potency is the fitted concentration of half-maximal effect; % is set by controls: 0 for no effect and ±100 for the full control effect; nearly all actives have a fitted effect of over 55% in size
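WRN at 20 nM final preincubated with compound 15 min at room temperature; reaction started with 100 nM fluorophore/quencher forked duplex oligonucleotide and 2 mM ATP final. Unwinding followed kinetically by red fluorescence (ex 525, em 598 nm).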
CCT modulator: cytosolic chaperonin activity modulation | activity change, % (no concentration beside the values), hits read low | 0.3% of 360,000 active | purified chaperonin ATPase assay, HTRF ADP detection, 30 min; in the data active = activity change below about -30%; note: % is set by controls: 0 for no effect and ±100 for the full control effect
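First, chaperonin was dispensed at 40 nM or 20 nM final depending on batch activity. Next, compounds were pinned at 76 uM and ATP added at 10 uM. After 30 min at 37 °C, ADP detection reagents ran 30 min at ambient temperature.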
IL-2 act: activates IL-2 in a cell-based reporter assay. IL-2 activation reporter assay, cell-based qHTS; stimulated with anti-CD3/CD4/CD28 beads; in transgenic mouse T cells. activation, % (series mostly up to about 46 µM). 0.065% of 360,000 active; in the data active = activation above about 50%; inconclusive = mostly about 30% to 49%; note: 0% is about no effect
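Using fluorescent plate cytometry, EGFP and DsRed are detected in transgenic mouse T cells stimulated 18 h at 37 degrees C with antibody-coated beads after 60 min compound pretreatment.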
EPAC1 antagonist: EPAC1 (human) antagonism | O95398 | 0.14% of 360,000 active | Potency, µM (titrated, usually from 115 µM), for inactives: top-dose activity change, negative = inhibition, actives largely listed as inhibitors | EPAC1 GEF assay, Rap1b-BODIPY-GDP exchange fluorescence;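 note: potency is the fitted concentration of half-maximal effect; plate controls were vehicle for no effect and positive control for full effect; nearly all actives have a fitted effect of over 50% in size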
Active calls of the source: *; ? = inconclusive; · = no result given; [ ] = dose if it differs, or a comment. Unless noted, calls come from the whole dose curve; as a rule, active = well fitted curve in the direction sought with a large enough effect; inconclusive = small, poorly fitted or top-dose-only effect, or another doubt; inactive = no such curve, though single readings can be large; an effect the other way counts as inactive or inconclusive. Some of the compounds tested; count on the stated rates, not on these rows.

SMILES	PLK1 PBD block	PI5P4K alpha inh	EPAC1 ag	EPAC2 agonist	WRN inhibitor	CCT modulator	IL-2 act	EPAC1 antagonist
CC(C)N1CC(O)=C(c2nc3ccccc3[nH]2)C1=N	-1%	·	-7%	7%	-6%	-0.2	-3.0	6%
Nc1ccc2nc(-c3cccc(-c4nc5ccc(N)cc5[nH]4)c3)[nH]c2c1	-25%	-16	-21%	7%	40µM*	0.4	-1.8	?
CN1CCN(CC#CCC2(O)c3ccccc3-c3ccccc32)CC1	-6%	2	3%	6%	3%	-0.3	2.1	-16%
CCOC(=O)C(CO)NC(=O)C1(NC(C)=O)CCCC1 (stereo not drawn)	-2%	1	-3%	8%	-3%	-0.8	1.4	10%
CCCn1cnc2cc(NCc3cccc(OC)c3O)ccc21	0%	-5	4%	-5%	4%	-0.9	-0.9	9%
CC(OC(=O)CCNS(=O)(=O)c1ccc(Cl)cc1)C(=O)N(C)Cc1ccccc1 (stereo not drawn)	-1%	-3	-3%	-5%	6%	2.0	-2.5	9%
Cc1ccc(CCNC(=O)CN2C(=O)CSc3ccc(S(=O)(=O)N4CCOCC4)cc32)cc1	-10%	1	8%	10%	4%	-1.9	-0.3	1%
O=C(CN1CCN(c2ccccc2O)CC1)NCCCc1ccccc1	3%	-1	2%	0%	2%	-0.2	0.2	6%
Cn1nccc1C(=O)N1CCCC(C(=O)c2ccc(Oc3ccccc3)cc2)C1 (stereo not drawn)	0%	3	-11%	0%	-7%[57.1 µM]	1.0	-2.5	4%
CC1(C)Cc2c(cnn2-c2ccccc2)-c2c1c1ccccc1n2CC(O)CCl (stereo not drawn)	-9%	13	17%	13%	-9%	0.5	0.1	-4%
CCC(C(=O)NC1CCCC1)N(C(=O)Cn1nnc(-c2ccc(C)o2)n1)c1cnc2ccccc2c1 (stereo not drawn)	-5%	·	-16%	-13%	0%	1.0	-0.1	2%
COc1ccc(NC(=O)NS(=O)(=O)c2ccc(C)cc2)cn1	-20%	1	100µM*	11%	6%	-1.0	3.9	109%[activator]
O=C1OC(Nc2ccc(Cl)cn2)c2ccccc21 (stereo not drawn)	-5%	8	3%	-3%	-4%	-4.4	-0.1	-23%
CCNC(=O)c1ccc2c(c1)S(=O)(=O)c1ccccc1C2=O	-12%	-9	-3%	-5%	3%	0.1	2.6	6%
S=C(NCCN1CCCCC1)Nc1ccc(Br)cc1	-9%	-3	5%	20%	-26%	-1.9	2.1	-27%
O=[N+]([O-])c1ccc(C2CCCC/C2=N/O)c([N+](=O)[O-])c1 (stereo not drawn)	0%	0	-1%	0%	-1%	-1.8	-2.8	3%
Cc1cccc(OC(C)C(=O)Nc2cc(S(=O)(=O)N3CCCCC3)ccc2C)c1 (stereo not drawn)	2%	6	3%	-1%	-13%	-2.4	-5.8	-3%
CCOC(=O)C1=NOC(CNc2ncc(C(F)(F)F)cc2Cl)C1 (stereo not drawn)	-5%	5	-5%	12%	5%	0.1	2.0	-1%
COc1ccc(OC)c(C2C(C(=O)c3ccc(C)o3)=C(O)C(=O)N2c2cc(C)on2)c1 (stereo not drawn)	24µM*	-4	7%	1%	4%[57.1 µM]	-2.2	0.8	3%
O=C(NC(=S)NNC(=O)c1ccc(Cl)cc1Cl)c1cccnc1	-21%	-19	-1%	6%	-6%	-1.4	-1.9	-21%
Cc1ccc(S(=O)(=O)N2[C@@H](c3ccc(C(C)C)cc3)C(C(=O)O)=C[C@H]2C(C)(C)C)cc1	?	0	-25%	-2%	-2%	-1.5	-0.4	-14%
O=C(CSc1ncccc1C(=O)O)c1ccccc1	-7%	·	0%	4%	-2%	-0.8	0.9	4%
CC1=CC(C)C2(COC(=O)Nc3ccccc3)COC(C)C1C2C (stereo not drawn)	-5%	1	4%	13%	-2%	0.1	-1.4	5%
C=CCNc1nc(NCc2ccc(N(C)C)cc2)c2sc(-c3ccccc3)cc2n1	-15%	·	-16%	-2%	-5%	-0.8	-0.7	-21%
C[C@H]1COC(=O)[C@H](Cc2ccc(F)cc2)C/C=C\C[C@@H](CC(=O)NCCO)C(=O)N1	5%	-3	11%	0%	14%	-2.4	-0.2	3%

Additional structures follow.
SMILES	PLK1 PBD block	PI5P4K alpha inh	EPAC1 ag	EPAC2 agonist	WRN inhibitor	CCT modulator	IL-2 act	EPAC1 antagonist
COc1ccc(OCCC(=O)N2CCCCC2)cc1	-16%	-8	-2%	1%	?	-1.0	0.8	-13%
COc1ccc(NC(=O)CC(C)c2ccccc2)cc1S(=O)(=O)N1CCOCC1 (stereo not drawn)	-2%	2	6%	4%	-5%	1.6	1.6	-27%
Cc1ccc(O)c(C2=Nc3ccccc3N=C(c3cccs3)C2)c1	-11%	22	15%	-4%	1%	-7.0	-0.3	-2%
CC(C)N(Cc1ccccc1)C(=S)NCCN1CCOCC1	?	-1	0%	29%	-2%	-0.8	1.5	9%
COc1ccc(OCC(=O)NNC(=O)c2cccnc2)cc1	-1%	-7	0%	-1%	4%	-3.9	4.6	0%
O=C1c2ccccc2C2N1CCCN2C(=O)c1sc2ccccc2c1Cl (stereo not drawn)	-15%	-2	18%	11%	-14%	-0.1	-1.6	-10%
O=C(c1n[nH]c(=O)c2ccccc12)N1CCN(Cc2ccc3c(c2)OCO3)CC1	-6%	-8	-1%	-4%	-6%	-1.4	-0.4	6%
O=C(CCSc1nc(-c2ccco2)cc(C(F)(F)F)n1)N1CCN(c2ccccc2)CC1	0%	1	-10%	0%	-7%	-5.3	-0.1	-11%
COc1ccc(CCNC(=O)C(=O)NCc2ccccc2C)cc1OC	-11%	2	-9%	-2%	-6%	-4.3	0.7	-1%
CCCCOc1ccc(C(C)NC(=O)CCS(=O)(=O)Cc2ccccc2Cl)cc1 (stereo not drawn)	2%	3	-9%	-17%	-8%	0.0	-3.8	1%
COCCNc1nc2c(S(=O)(=O)c3cc(C)ccc3C)nnn2c2ccccc12	-13%	-2	16%	9%	-5%	-0.6	0.3	-6%
COc1ccc(CCC(=O)NNC(=O)c2ccc(OC)cc2)cc1	-6%	-2	10%	6%	8%	1.3	0.6	1%
c1ccc2c(c1)CCCC2C1=NCCN1 (stereo not drawn)	-5%	-4	-18%	0%	3%	-0.1	0.1	19%
Cc1ccc(NC(=O)c2cc(=O)[nH]c3ccc(S(=O)(=O)N4CCOCC4)cc23)nc1	-7%	0	8%	2%	-19%	1.0	-0.5	-1%
C=C(C1=CCN(S(=O)C(C)(C)C)[C@@H]1CCO)c1ccccc1 (stereo partly drawn)	-11%	-1	-4%	7%	-1%	-1.2	-0.2	10%
O=S(=O)(NCc1ccncc1)c1ccc(F)c(F)c1	-1%	-5	-9%	3%	9%	-0.8	-4.1	26%
CC(C)(C)NC(=O)C(c1cc2ccccc2o1)n1c(=O)c(-c2ccco2)nc2ccccc21 (stereo not drawn)	-28%	-58*	-5%	-1%	-9%	·	0.4	-24%
COc1ccc(CN(C)C(=O)c2ccc3c(=O)n4c(nc3c2)CCC4)cc1	-13%	-2	-1%	11%	1%	-4.1	-4.3	13%
COc1cc(F)cc(C2=CC(=O)C[C@H](c3ccc(F)cc3)C2)c1	-6%	-10	-11%	8%	-2%	-2.7	0.6	2%
CC(=O)c1cnc2c(-c3cccc(Br)c3)cnn2c1C	-4%	6	-5%	-7%	-15%	-1.8	0.0	2%
O=C1Cc2cc(S(=O)(=O)N3CCN(c4ccccc4)CC3)ccc2N1	-12%	-1	-6%	12%	-12%	-0.4	4.1	8%
COC(=O)CSc1cc(C)nc(NC(C)=O)n1	-4%	1	-4%	2%	16%	-1.5	-4.3	8%
CCOC(=O)Nc1ccc2c(c1)N(C(=O)OC)c1ccccc1CC2	-5%	·	2%	12%	-1%	-0.5	0.9	-20%
O=C(CCS(=O)(=O)c1ccc(Br)s1)N1CCc2ccccc21	-7%	·	17%	5%	-3%	-1.2	-0.9	4%
Cc1ccn2c(c1)nc(=O)c1cc(S(=O)(=O)N3CCCCC3)ccc12	-22%	-18	-13%	-3%	-12%	0.2	2.2	-16%
O=C(COc1ccc(/C=N/NC(=O)c2ccccc2O)cc1)Nc1ccc([N+](=O)[O-])cc1	21µM*	0	0%	-5%	17µM*	0.1	-3.0	8%
O=C(O)/C=C/C(=O)N1Cc2cc3ccccc3nc2C1	-12%	2	7%	5%	?	0.3	-1.7	-12%
COc1ccccc1NC(=O)C1CCCN(S(=O)(=O)c2ccc(-n3cnnn3)cc2)C1 (stereo not drawn)	-16%	-1	10%	16%	3%	-1.5	0.4	10%

Shown as a hit in WRN inhibitor, among the entries above:
smiles	PLK1 PBD block	PI5P4K alpha inh	WRN inhibitor	CCT modulator	IL-2 act	EPAC1 antagonist
Nc1ccc2nc(-c3cccc(-c4nc5ccc(N)cc5[nH]4)c3)[nH]c2c1	-25%	-16	40µM*	0.4	-1.8	?
O=C(COc1ccc(/C=N/NC(=O)c2ccccc2O)cc1)Nc1ccc([N+](=O)[O-])cc1	21µM*	0	17µM*	0.1	-3.0	8%

Compounds shown so far that contain an aryl methoxy group:
SMILES	PLK1 PBD block	PI5P4K alpha inh	EPAC1 ag	EPAC2 agonist	WRN inhibitor	CCT modulator	IL-2 act	EPAC1 antagonist
CCCn1cnc2cc(NCc3cccc(OC)c3O)ccc21	0%	-5	4%	-5%	4%	-0.9	-0.9	9%
COc1ccc(NC(=O)NS(=O)(=O)c2ccc(C)cc2)cn1	-20%	1	100µM*	11%	6%	-1.0	3.9	109%[activator]
COc1ccc(OC)c(C2C(C(=O)c3ccc(C)o3)=C(O)C(=O)N2c2cc(C)on2)c1 (stereo not drawn)	24µM*	-4	7%	1%	4%[57.1 µM]	-2.2	0.8	3%
COc1ccc(OCCC(=O)N2CCCCC2)cc1	-16%	-8	-2%	1%	?	-1.0	0.8	-13%
COc1ccc(NC(=O)CC(C)c2ccccc2)cc1S(=O)(=O)N1CCOCC1 (stereo not drawn)	-2%	2	6%	4%	-5%	1.6	1.6	-27%
COc1ccc(OCC(=O)NNC(=O)c2cccnc2)cc1	-1%	-7	0%	-1%	4%	-3.9	4.6	0%
COc1ccc(CCNC(=O)C(=O)NCc2ccccc2C)cc1OC	-11%	2	-9%	-2%	-6%	-4.3	0.7	-1%
COc1ccc(CCC(=O)NNC(=O)c2ccc(OC)cc2)cc1	-6%	-2	10%	6%	8%	1.3	0.6	1%
COc1ccc(CN(C)C(=O)c2ccc3c(=O)n4c(nc3c2)CCC4)cc1	-13%	-2	-1%	11%	1%	-4.1	-4.3	13%
COc1cc(F)cc(C2=CC(=O)C[C@H](c3ccc(F)cc3)C2)c1	-6%	-10	-11%	8%	-2%	-2.7	0.6	2%
COc1ccccc1NC(=O)C1CCCN(S(=O)(=O)c2ccc(-n3cnnn3)cc2)C1 (stereo not drawn)	-16%	-1	10%	16%	3%	-1.5	0.4	10%
